HT1080 IDH1KD tx: toxicity to HT-1080 IDH1 knockdown cells (counter line); Potency, µM (doses to about 46.1 µM), inactives show top-dose activity, negative = toxicity, usual class: cytotoxic; hit rate 2% among 360,000; HT-1080 IDH1 knockdown viability, ATP luminescence, 48 h;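 further: 0% = DMSO wells and -100% = cell-free medium wells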
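Using the IDH1-knockdown HT-1080 line run in the same batch and compound series as the NT line, viability after 48 h at 37 °C was determined by CellTiter-Glo luminescence and expressed as % activity.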
HEK293 tox: cytotoxic in the GLP-1 receptor inverse agonist counter-screen; HEK293 cAMP-luciferase reporter cells, luminescence, 24 h; AID 624418; Potency, µM (top dose mostly 38.3 µM), without a hit: at the top dose activity change, negative = inhibition, usual class: inhibitors; hit rate 0.13% among 410,000;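 further: loss of luciferase light is scored as toxicity; on the % scale 0 is the no-effect control and ±100 the full control effect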
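Cells in DMEM/10% Nu serum/1% pen-strep, 1536-well format. Pre-incubated 12 h, dosed with 23 nL compound, incubated a further 24 h. Luciferase detection, 12 min at room temp, luminescence.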
KB-3-1 tox: kills parental KB-3-1 adenocarcinoma cells. KB-3-1 viability, CellTiter-Glo ATP luminescence, 72 h. Potency, µM (titrated, usually from 46.1 µM), for inactives: at the highest dose activity change, negative = cytotoxic, usual class: cytotoxic. hit rate 1.4% among 400,000; further: on the % scale 0 is the no-effect control and ±100 the full control effect; nearly all actives have a fitted effect of over 60% in size
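Parental KB-3-1 viability, qHTS format: 72 h compound exposure, 37 °C; CellTiter-Glo; media-only wells and DMSO plates as controls; concentration-effect fits on corrected data.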
GLP-1R agonist: GLP-1 receptor (human) agonism. HEK293 GLP-1R CRE-luciferase, luminescence, 4-6 h; cells express a hypersensitive GLP-1R form. Potency, µM (doses to about 45.6 µM), inactives show at the highest dose activation, usual class: activators. hit rate 0.007% among 380,000; further: % of control where 0% means no effect
Target sequence (P43220 whole entry, looked up): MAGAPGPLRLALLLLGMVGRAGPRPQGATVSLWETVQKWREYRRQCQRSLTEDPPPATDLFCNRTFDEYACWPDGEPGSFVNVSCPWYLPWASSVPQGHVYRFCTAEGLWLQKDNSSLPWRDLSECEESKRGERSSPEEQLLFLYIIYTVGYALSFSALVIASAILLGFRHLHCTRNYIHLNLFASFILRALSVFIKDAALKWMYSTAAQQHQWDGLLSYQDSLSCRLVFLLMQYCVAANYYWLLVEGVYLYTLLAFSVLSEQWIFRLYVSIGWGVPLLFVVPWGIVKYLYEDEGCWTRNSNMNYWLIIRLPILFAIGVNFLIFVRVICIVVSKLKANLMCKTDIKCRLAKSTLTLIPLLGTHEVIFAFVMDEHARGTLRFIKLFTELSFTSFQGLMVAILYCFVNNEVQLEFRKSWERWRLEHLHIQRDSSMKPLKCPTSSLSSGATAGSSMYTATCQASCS
GLP-1R inv ag: acts as inverse agonist at human GLP-1 receptor. P43220. HEK293 GLP-1R CRE-luciferase, luminescence, 24 h; GLP-1R form is constitutively active. Potency, µM (highest dose often 38.3 µM), inactives show at the top dose activity change, negative = inhibition, usual class: inhibitors. hit rate 1.6% among 410,000. AID 624417; further: on the % scale 0 is the no-effect control and ±100 the full control effect; nearly all actives have a fitted effect of over 55% in size
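Assay principle: reduced luminescence from a cAMP-responsive reporter in HEK293 cells co-expressing a constitutively active GLP-1R. Conditions: 24 hr compound incubation, 37 deg C, 5% CO2.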
KB-V1 MDR tox: kills drug-selected multidrug resistant KB-V1 cells; AID 1347076; KB-V1 MDR cells viability, CellTiter-Glo, 72 h; hit rate 3.4% among 400,000; Potency, µM (highest dose often 46.1 µM), without a hit: at the top dose activity change, negative = cytotoxicity, most hits filed as cytotoxic; further: on the % scale 0 is the no-effect control and ±100 the full control effect; nearly all actives have a fitted effect of over 60% in size
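Cells of the MDR subline KB-V1 are plated, dosed with compound at multiple concentrations, and incubated 72 h at 37 degrees C; CellTiter-Glo is then added and luminescence read after 10 min.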
TDP43 rescue: inhibitors of TDP-43 toxicity in yeast. TDP-43 expressing yeast growth rescue, BacTiter-Glo, 24 h. Potency, µM (highest dose often 46.1 µM), for the others: at the highest dose growth rescue (activation), actives largely listed as activators. hit rate 1.8% among 410,000. AID 652104; further: % of control where 0% means no effect; nearly all actives have a fitted effect of over 50% in size
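Yeast expressing TDP-43 (pregrown in raffinose, seeded at OD600=0.02 in galactose medium) exposed to compounds 24 hr at 30 deg C. Growth read by BacTiter-Glo luminescence; rescue of toxicity appears as increased signal.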
SW480 rereplic: DNA re-replication induction in SW480 cells; AID 624297; SW480 DNA re-replication, Hoechst DNA content imaging, 48 h; Potency, µM (top dose mostly 46.1 µM), without a hit: at the highest dose re-replication activation, actives largely listed as activators; hit rate 1.8% among 340,000; further: % of control where 0% means no effect; nearly all actives have a fitted effect of over 55% in size
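Image-based DNA-content assay: after two days of treatment, nuclei were labelled with the DNA dye Hoechst and imaged, and hits were compounds raising the count of nuclei showing high fluorescence intensity.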
HT1080NT lethal: kills 2HG-producing HT-1080-NT fibrosarcoma cells | HT-1080-NT fibrosarcoma viability, CellTiter-Glo ATP luminescence, 48 h | Potency, µM (titrated, usually from 46.1 µM), without a hit: at the highest dose activity, negative = less viability, most hits filed as cytotoxic | hit rate 1.6% among 360,000 | AID 686970;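 further: NT is the 2HG producing partner of a matched IDH1 knockdown line; 0% = DMSO-treated cells and -100% = media-only wells without cells; nearly all actives have a fitted effect of over 55% in size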
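Toxicity toward the 2HG-producing NT line was scored as %Activity, normalised to DMSO and no-cell wells, from CellTiter-Glo luminescence after 48 hours' treatment.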
The depositor's hits bear a star; & = joins results of further samples; [ ] = dose if it differs, or a comment. The call rests on the fitted dose curve; in most records, active means well fitted curve in the direction sought with a large enough effect; inconclusive means small, poorly fitted or top-dose-only effect, or another doubt; inactive means no such curve, though single readings can be large; an effect the other way counts as inactive or inconclusive. Potency means the concentration at half of the fitted maximal effect.

CC1(C)CC(=O)C=C(c2ccccc2-c2ccc3cc[nH]c3c2)C1=O was read as HT1080 IDH1KD tx 1%, HEK293 tox -1%, KB-3-1 tox -9%, GLP-1R agonist 5%, GLP-1R inv ag -21%, KB-V1 MDR tox inconclusive, TDP43 rescue 17% and HT1080NT lethal 13%.
CCN(CC)CC(=O)NN(Cc1ccccc1)c1ccccc1 was read as HT1080 IDH1KD tx 0%, HEK293 tox -4%, KB-3-1 tox 8%, GLP-1R agonist 0%, GLP-1R inv ag inconclusive, KB-V1 MDR tox 9%, TDP43 rescue 8%, SW480 rereplic -8% and HT1080NT lethal 6%.
CCOC(=O)c1cccc(NC(=O)Cc2ccc(NC(=O)N3CCCCc4ccccc43)cc2)c1 was read as HEK293 tox -9%, KB-3-1 tox 7%, GLP-1R inv ag inconclusive, KB-V1 MDR tox 0% and TDP43 rescue 32%.
CCCC(=O)N(c1ccc(OCC)cc1)C1C=CS(=O)(=O)C1 (stereo not given) was read as HT1080 IDH1KD tx -3%, HEK293 tox -7%, KB-3-1 tox -6%, GLP-1R agonist -6%, GLP-1R inv ag 3%, KB-V1 MDR tox -6%, TDP43 rescue -4%, SW480 rereplic -4% and HT1080NT lethal 4%.
COc1cc(/C=C2\Oc3ccc(C#Cc4ccc(O)cc4)cc3C2=O)cc(OC)c1 was read as HT1080 IDH1KD tx -24%, HEK293 tox 9%, KB-3-1 tox 16µM*, GLP-1R agonist -6%, GLP-1R inv ag inconclusive, KB-V1 MDR tox 7.3µM*, TDP43 rescue 7%, SW480 rereplic -3% and HT1080NT lethal inconclusive.
`Cc1cc2ccc3ccccc3c2cc1CN(C)C` gave HT1080 IDH1KD tx 18µM*, HEK293 tox 3%, KB-3-1 tox -1%, GLP-1R agonist 4%, GLP-1R inv ag inconclusive, KB-V1 MDR tox -14%, TDP43 rescue -12%, SW480 rereplic 7.3µM* and HT1080NT lethal 33µM*.
`COC(=O)c1ccsc1NC(=O)CN1C(=O)CCC1=O` gave HT1080 IDH1KD tx 9%, HEK293 tox 5%, KB-3-1 tox 15%, GLP-1R agonist 0%, GLP-1R inv ag 13%, KB-V1 MDR tox 17%, TDP43 rescue inconclusive, SW480 rereplic 0% and HT1080NT lethal 1%.
O=C(C1CCCN(Cc2cccnc2)C1)N1CCCCC1 (stereo not given) was read as HT1080 IDH1KD tx 5%[9.24 µM], HEK293 tox -5%, KB-3-1 tox 12%, GLP-1R agonist -16%, GLP-1R inv ag 4%, KB-V1 MDR tox -11%, TDP43 rescue 1%, SW480 rereplic -5% and HT1080NT lethal 16%.
For CCCn1c(NC(=O)c2ccccc2Br)nc2ccccc21 the results were HT1080 IDH1KD tx inconclusive, HEK293 tox 0%, KB-3-1 tox inconclusive, GLP-1R agonist 13%, GLP-1R inv ag inconclusive, KB-V1 MDR tox 9.2µM*, TDP43 rescue 16µM*, SW480 rereplic 25% and HT1080NT lethal -17%.
`COc1cccc(N2C(=O)CSC23C(=O)N(Cc2ccccc2)c2ccccc23)c1` (stereo not given) gave HEK293 tox 2%, KB-3-1 tox -4%, GLP-1R agonist 9%, GLP-1R inv ag 1%, KB-V1 MDR tox inconclusive and TDP43 rescue 4%.
For CC1(c2ccc(Cl)c(Cl)c2)NC(=S)N2C1NC(=S)N2c1ccccc1 (stereo not given) the results were HT1080 IDH1KD tx 0%, HEK293 tox 6%, KB-3-1 tox inconclusive, GLP-1R agonist -8%, GLP-1R inv ag inconclusive, KB-V1 MDR tox -5%, TDP43 rescue 0%, SW480 rereplic -6% and HT1080NT lethal 0%.
CCOC(=O)[C@]12CCCC=C1N(Cc1cccc3ccccc13)C(=O)[C@H](CC(=O)NCCCOC)C2 was read as HT1080 IDH1KD tx 3%, HEK293 tox -11%, KB-3-1 tox 8%, GLP-1R agonist 3%, GLP-1R inv ag -4%, KB-V1 MDR tox inconclusive, TDP43 rescue 0% and HT1080NT lethal 3%.
For COc1ccc(S(=O)(=O)N2CCC(C(=O)N3CCCCC3)CC2)cc1OC the results were HT1080 IDH1KD tx -2%, HEK293 tox -5%, KB-3-1 tox -10%, GLP-1R agonist 4%, GLP-1R inv ag 41%[activator], KB-V1 MDR tox inconclusive, TDP43 rescue 5%, SW480 rereplic -1% and HT1080NT lethal -1%.
`O=C(Nc1c(Cl)cccc1Cl)C1CCN(C(=O)c2cccs2)CC1` gave HT1080 IDH1KD tx 10%, HEK293 tox 21%, KB-3-1 tox 0%, GLP-1R agonist 4%, GLP-1R inv ag 8%, KB-V1 MDR tox -25%, TDP43 rescue -16%, SW480 rereplic -14% and HT1080NT lethal 9%.
Screening c1ccc2c(c1)nc(Nc1ccc3c(c1)OCO3)c1nnnn12 returned HT1080 IDH1KD tx inconclusive, HEK293 tox 3%, KB-3-1 tox 12%, GLP-1R agonist 20%, GLP-1R inv ag 35%[activator], KB-V1 MDR tox -2%, TDP43 rescue inconclusive, SW480 rereplic 9% and HT1080NT lethal -30%.
`Cc1ccc(N=Nc2ccc(N)cc2C)c(S(N)(=O)=O)c1` gave HT1080 IDH1KD tx 12%, HEK293 tox inconclusive, KB-3-1 tox 14%, GLP-1R agonist 4%, GLP-1R inv ag 134%[activator], KB-V1 MDR tox 27%, TDP43 rescue 9%, SW480 rereplic 0% and HT1080NT lethal inconclusive.
Screening COc1ccc(-c2sc3cc4c(cc3c2C#CC2(N)CCCCC2)OCO4)cc1 returned HT1080 IDH1KD tx inconclusive, HEK293 tox inconclusive, KB-3-1 tox inconclusive, GLP-1R agonist 8%, GLP-1R inv ag inconclusive, KB-V1 MDR tox inconclusive, TDP43 rescue 23%, SW480 rereplic inconclusive and HT1080NT lethal inconclusive.
`c1ccc(CSc2ncn[nH]2)nc1` gave HT1080 IDH1KD tx 12%, HEK293 tox 4%, KB-3-1 tox -4%, GLP-1R agonist 4%, GLP-1R inv ag 11%, KB-V1 MDR tox 4%, TDP43 rescue -2%, SW480 rereplic -2% and HT1080NT lethal 3%.
`COc1ccc(NCC(=O)Nc2ccc(Br)cc2F)c(OC)c1` gave HT1080 IDH1KD tx -5%, HEK293 tox -15%, KB-3-1 tox 3%, GLP-1R agonist 1%, GLP-1R inv ag inconclusive, KB-V1 MDR tox -8%, TDP43 rescue 29%, SW480 rereplic 6.5µM* and HT1080NT lethal inconclusive.
For Cc1c(Br)c([N+](=O)[O-])nn1CC(=O)NCCc1c[nH]c2ccccc12 the results were HT1080 IDH1KD tx -1%, HEK293 tox 19%[7.66 µM], KB-3-1 tox 5%, GLP-1R agonist -4%, GLP-1R inv ag -26%[7.66 µM], KB-V1 MDR tox inconclusive, TDP43 rescue -11%, SW480 rereplic 0% and HT1080NT lethal -5%.
Screening O=C(Nc1cc([N+](=O)[O-])ccc1N1CCOCC1)c1ccco1 returned HT1080 IDH1KD tx 15%, HEK293 tox 13%, KB-3-1 tox 0%, GLP-1R agonist 0%, GLP-1R inv ag 9%, KB-V1 MDR tox 3%, TDP43 rescue -3%, SW480 rereplic 0% and HT1080NT lethal 29%.
Screening CC(=O)/C(=N/Nc1ccc(Br)cc1)N1CCCc2ccccc21 returned HT1080 IDH1KD tx -3%, HEK293 tox 13%, KB-3-1 tox -13%, GLP-1R agonist 10%, GLP-1R inv ag inconclusive, KB-V1 MDR tox 3%, TDP43 rescue 9%, SW480 rereplic -2% and HT1080NT lethal -23%.
Screening COc1ccccc1CNC(=O)C(=O)NCC(c1ccco1)N1CCOCC1 (stereo not given) returned HT1080 IDH1KD tx -3%, HEK293 tox 3%, KB-3-1 tox 3%, GLP-1R agonist -1%, GLP-1R inv ag 6%, KB-V1 MDR tox -13%, TDP43 rescue -3%, SW480 rereplic -2% and HT1080NT lethal 2%.
Screening COc1cccc(/C=C/C(=O)OCC(=O)c2ccc(S(=O)(=O)N3CCCCC3)cc2)c1OC returned HT1080 IDH1KD tx -4%, HEK293 tox -9%, KB-3-1 tox 12%, GLP-1R agonist 8%, GLP-1R inv ag inconclusive, KB-V1 MDR tox 3%, TDP43 rescue 6%, SW480 rereplic 0% and HT1080NT lethal 0%.
Screening CCN(CC)c1nc(C(F)(F)F)nc2c1nnn2Cc1ccccc1 returned HT1080 IDH1KD tx -1%, HEK293 tox 1%, KB-3-1 tox 4%, GLP-1R agonist inconclusive, GLP-1R inv ag inconclusive, KB-V1 MDR tox -18%, TDP43 rescue -5%, SW480 rereplic -5% and HT1080NT lethal 5%.
CCNC(=O)CSc1nnc(-c2cccs2)o1 was read as HT1080 IDH1KD tx 0%, HEK293 tox -12%, KB-3-1 tox 13%, GLP-1R agonist 10%, GLP-1R inv ag 7%, KB-V1 MDR tox inconclusive, TDP43 rescue 0%, SW480 rereplic -2% and HT1080NT lethal 6%.
For CC(=O)c1cccc(-n2c(=O)c3c4c(sc3n(Cc3cccc(C)c3)c2=O)CN(C(C)=O)CC4)c1 the results were HEK293 tox 2%, KB-3-1 tox 20%, GLP-1R agonist 0%, GLP-1R inv ag 7%, KB-V1 MDR tox -8% and TDP43 rescue -13%.
Screening O=C(CN1CCN(C(=O)c2ccccc2Cl)CC1)Nc1cccc(S(=O)(=O)N2CCCC2)c1 returned HT1080 IDH1KD tx 1%, HEK293 tox -8%, KB-3-1 tox -22%, GLP-1R agonist 4%, GLP-1R inv ag 2%, KB-V1 MDR tox -14%, TDP43 rescue 13%, SW480 rereplic -4% and HT1080NT lethal 0%.
Screening CCCCNc1c(-c2cccc(SC(C)CC)c2)nc2ccc(Cl)cn12 (stereo not given) returned HT1080 IDH1KD tx -13%&1%, HEK293 tox 1%&-15%, KB-3-1 tox inconclusive, GLP-1R agonist 8%&8%, GLP-1R inv ag 10µM*, KB-V1 MDR tox inconclusive, TDP43 rescue -8%, SW480 rereplic -6% and HT1080NT lethal 0%&14%.

Screening results from PubChem.
